High-throughput results: PubChem BioAssay, National Center for Advancing Translational Sciences (NCATS)
JMJD2A Tudor = JMJD2A Tudor domain (human) inhibition. O75164. AlphaScreen JMJD2A-Tudor / H3K4me3 peptide binding. Potency, µM (top dose mostly 114 µM), for the others: at the top dose activity change, negative = inhibition, most hits filed as inhibitors. hit rate 4.4% among 390,000. AID 504339; further: on the % scale 0 is the no-effect control and ±100 the full control effect; nearly all actives have a fitted effect of over 50% in size
G9a inh = blocks human histone lysine methyltransferase G9a | G9a H3K9 monomethylation, AlphaScreen, 2 h | hit rate 8.8% among 350,000 | Potency, µM (series often up to 102 µM), for the others: top-dose activity, negative = inhibition, actives largely listed as inhibitors | AID 504332; further: on the % scale 0 is the no-effect control and ±100 the full control effect; nearly all actives have a fitted effect of over 75% in size
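AlphaScreen detection with an anti-monomethyl H3K9 antibody quantified product after a 2 h room-temperature reaction containing 500 nM biotinylated H3K9 peptide, 20 µM SAM and 20 nM enzyme, which had been preincubated 15 min with compound.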
Pol eta inh = DNA polymerase eta (human) inhibition; hit rate 1.2% among 390,000; recombinant Pol eta, fluorescent DNA replication assay; Potency, µM (highest dose often 114 µM), without a hit: at the top dose activity change, negative = inhibition, most hits filed as inhibitors; Q9Y253; AID 588591; further: on the % scale 0 is the no-effect control and ±100 the full control effect
Target sequence (Q9Y253 whole entry, looked up): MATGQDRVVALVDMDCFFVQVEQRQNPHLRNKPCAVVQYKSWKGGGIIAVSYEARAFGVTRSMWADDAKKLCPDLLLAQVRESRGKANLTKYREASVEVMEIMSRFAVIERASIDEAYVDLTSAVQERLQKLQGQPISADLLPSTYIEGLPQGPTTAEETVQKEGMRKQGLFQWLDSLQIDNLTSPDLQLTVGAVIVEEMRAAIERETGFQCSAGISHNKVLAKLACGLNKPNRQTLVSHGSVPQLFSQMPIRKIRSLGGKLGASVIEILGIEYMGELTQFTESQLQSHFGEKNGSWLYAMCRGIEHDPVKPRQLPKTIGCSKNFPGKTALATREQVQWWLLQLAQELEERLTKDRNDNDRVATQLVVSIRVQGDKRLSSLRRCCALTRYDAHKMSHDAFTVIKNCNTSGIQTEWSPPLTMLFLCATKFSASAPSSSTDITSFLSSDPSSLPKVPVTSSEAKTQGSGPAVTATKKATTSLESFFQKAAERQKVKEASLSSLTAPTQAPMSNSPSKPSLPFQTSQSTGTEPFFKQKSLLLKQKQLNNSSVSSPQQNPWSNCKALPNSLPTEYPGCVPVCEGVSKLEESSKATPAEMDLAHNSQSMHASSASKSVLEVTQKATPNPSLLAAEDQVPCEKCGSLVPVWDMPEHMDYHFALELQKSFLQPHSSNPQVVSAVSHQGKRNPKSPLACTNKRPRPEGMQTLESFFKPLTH
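Pol eta at 10 nM preincubated with compounds 15 min at room temperature; reaction started with fluorescent substrate (50 nM final) and read kinetically at 0 and 10 min.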
POLI inh = DNA polymerase iota (human) inhibition; Q9UNA4; Pol iota fluorescent replication assay, 10 min; Potency, µM (titrated, usually from 115 µM), inactives show top-dose activity, negative = inhibition, actives largely listed as inhibitors; hit rate 1% among 390,000; AID 588590
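Pol iota at 10 nM preincubated 15 min with compounds at room temperature; reaction started with fluorescent substrate, 50 nM final. Fluorescence read kinetically at 0 and 10 min; buffer-only wells as negative control.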
Pol kappa inh = inhibitors of human DNA polymerase kappa; purified Pol kappa, fluorescent DNA synthesis assay, 10 min; Q9UBT6; hit rate 0.53% among 400,000; Potency, µM (titrated, usually from 107 µM), for inactives: top-dose activity, negative = inhibition, hits mostly inhibitors; further: on the % scale 0 is the no-effect control and ±100 the full control effect
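Kinetic fluorescence screen: compound preincubated 15 min RT with 10 nM enzyme; 50 nM substrate (final) initiates; reads at 0/10 min.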
Pol beta inh = blocks human DNA polymerase beta activity; Pol beta primer extension/strand displacement, fluorescence kinetic; hit rate 1.3% among 340,000; P06746; Potency, µM (highest dose often 114 µM), inactives show top-dose activity change, negative = inhibition, most hits filed as inhibitors; further: on the % scale 0 is the no-effect control and ±100 the full control effect
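Curves were derived by four-parameter Hill fits of normalized qHTS data. The kinetic fluorescent primer-extension read was taken at 0 and 10 min after 50 nM substrate, following a 15 min room-temperature preincubation of 10 nM enzyme with compounds.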
APE1 inh = inhibitors of human APE1 endonuclease | recombinant APE1, TAMRA/BHQ-2 abasic DNA cleavage fluorescence | Potency, µM (titrated, usually from 65.8 µM), for inactives: at the top dose activity change, negative = inhibition, actives largely listed as inhibitors | hit rate 0.35% among 350,000 | P27695;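 further: plate controls were vehicle for no effect and reference inhibitor for full effect; nearly all actives have a fitted effect of over 55% in size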
Target sequence (P27695 whole entry, looked up): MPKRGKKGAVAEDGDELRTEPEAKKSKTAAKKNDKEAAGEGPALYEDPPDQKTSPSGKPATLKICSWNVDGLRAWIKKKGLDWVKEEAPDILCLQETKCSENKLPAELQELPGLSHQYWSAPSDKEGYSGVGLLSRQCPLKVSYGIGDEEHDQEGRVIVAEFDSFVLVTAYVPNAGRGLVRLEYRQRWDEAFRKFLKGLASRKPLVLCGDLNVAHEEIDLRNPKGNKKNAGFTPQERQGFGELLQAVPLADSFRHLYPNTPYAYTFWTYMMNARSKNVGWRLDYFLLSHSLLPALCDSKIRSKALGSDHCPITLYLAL
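Activity was derived from the fluorescence gain between first and third kinetic reads (60 s intervals, ex 525/em 598 nm) after 50 nM THF-abasic TAMRA/BHQ-2 duplex was added to 0.75 nM APE1 preincubated 15 min with compound.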
BAZ2B inh = inhibitors of human BAZ2B bromodomain. AlphaScreen BAZ2B-H3K14Ac peptide displacement. Potency, µM (titrated, usually from 114 µM), without a hit: top-dose activity change, negative = inhibition, usual class: inhibitors. hit rate 4.4% among 360,000; further: on the % scale 0 is the no-effect control and ±100 the full control effect; nearly all actives have a fitted effect of over 60% in size
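Inhibition is scored as reduced AlphaScreen emission. The BAZ2B/b-H3(5-23)K14Ac complex (50 nM each) in PBS pH 7.4, 0.01% Tween-20 meets compound (up to 110 uM) for 30 min at RT before bead addition.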
BLM inh = Bloom syndrome helicase (human) inhibition. P54132. AID 2528. Potency, µM (titrated, usually from 56.1 µM), for inactives: at the highest dose activity change, negative = inhibition, usual class: inhibitors. hit rate 0.2% among 350,000. recombinant BLM DNA unwinding, fluorescence dequenching;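 further: plate controls were vehicle for no effect and no enzyme for full effect; nearly all actives have a fitted effect of over 35% in size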
* = called active by the depositor; ? = inconclusive; nt = not tested or not shown; [ ] = remark or other dose. The call rests on the fitted dose curve; in most records, active means well fitted curve in the direction sought with a large enough effect; inconclusive means small, poorly fitted or top-dose-only effect, or another doubt; inactive means no such curve, though single readings can be large; an effect the other way counts as inactive or inconclusive. Potency means the concentration at half of the fitted maximal effect. A portion of the library; count on the stated rates, not on these rows.

SMILES | JMJD2A Tudor | G9a inh | Pol eta inh | POLI inh | Pol kappa inh | Pol beta inh | APE1 inh | BAZ2B inh | BLM inh
CN(NS(=O)(=O)c1cccs1)c1ncc(C(F)(F)F)cc1Cl | -22.8% | 61.6%[activator] | -26.3% | 84.0%[activator] | -4.4% | -1.6% | -2.5% | 56.2µM* | -3.9%
COc1ccc(C(=O)N2CCC3(CC2)CCN(C(c2ccccc2)c2ccccc2)CC3)cc1 | nt | -4.2%[12.7 µM] | nt | nt | ? | nt | -1.7% | nt | -7.0%
CCN(C(=O)c1ccco1)c1nnc(-c2ccc(OC)cc2)s1 | -0.3% | ? | 11.9% | 24.3% | -9.6% | -10.2% | 0.6% | -3.5% | 0.6%
CCCC[C@@H]1CNC(=S)N1CCc1cccc2ccccc12 | ? | -3.8%[12.7 µM] | -22.4% | -4.9% | -11.6% | -26.6% | -0.3% | ? | -6.4%
O=C(COC(=O)/C=C/c1cccc(F)c1)NNC(=O)c1ccccc1 | -15.5% | -26.3% | -9.2% | ? | -19.4% | -14.9% | -3.5% | nt | -0.3%
Cc1cc(C)c(NC(=O)CNC(=O)c2cc(C3CC3)nn2-c2ccccc2)c(C)c1 | -9.5% | 9.8%[59 µM] | -12.1% | 8.0% | 11.9% | nt | -5.7% | 12.8% | nt
O=C(NCCCN1CCOCC1)C1CCN(S(=O)(=O)c2cccc(Cl)c2Cl)CC1 | -6.8% | 15.2%[0.501 µM] | -9.2% | 32.0%[activator] | -2.1% | nt | -1.5% | 12.5% | nt
CCOC(=O)C1CCN(C(=O)CCc2c(C)nc3cc(-c4ccccc4)nn3c2C)CC1 | -17.2% | 21.0% | -18.6% | 5.1% | 2.9% | 17.9% | -3.4% | -1.4% | 4.4%
CCOc1cc(/C=C/c2nc3cc(C)c(C)cc3s2)ccc1OCC(=O)N1CCOCC1 | -14.1% | 12.6µM* | -9.4% | -1.0% | -22.8% | 5.8% | -7.5% | -24.7% | -11.7%
O=C(Nc1ccncc1)Nc1ccccc1Cl | -5.5% | 18.3% | 2.4% | -4.8% | -10.5% | ? | 28.5% | -17.0% | -5.7%
COc1ccc(/C=C/C(=O)N2CCOCC2)cc1OC | 3.0% | -12.4% | -16.1% | 52.5%[activator] | 4.4% | -13.3% | -3.0% | 11.1% | -1.6%
CCN(C(=O)CN1CCN(C)CC1)c1cccc2ccccc12 | 1.78µM* | 1.78µM* | -18.7% | -8.6% | -6.5% | 4.3% | 16.9% | 31.6µM* | 0.6%
O=C(/C=C\c1ccc2c(c1)OCO2)NC1(C(=O)Nc2ccc3c(c2)OCO3)CCCCC1 | -7.7% | -10.6%[59 µM] | -10.0% | 111.1%[activator] | -3.4% | 23.9% | 3.9% | -1.9% | -3.7%
O=C(COc1ccc(Cl)c(Cl)c1)NC1CCS(=O)(=O)C1 (stereo unspecified) | 10.1% | 12.7%[2.33 µM] | -14.7% | 16.8% | 8.5% | nt | 15.1% | -6.2% | nt
C[C@@H]1CN([C@@H](C)CO)C(=O)c2cccc(NS(=O)(=O)c3ccc(F)cc3)c2O[C@H]1CN(C)C(=O)NC1CCCCC1 | -23.0% | nt | 3.1% | 0.9% | -0.8% | nt | 0.6% | nt | nt

Exported as tab-separated lines: part of the list above.
mol	JMJD2A Tudor	G9a inh	Pol eta inh	POLI inh	Pol kappa inh	Pol beta inh	APE1 inh	BAZ2B inh	BLM inh
C[C@@H]1CN([C@@H](C)CO)C(=O)c2cccc(NS(=O)(=O)c3ccc(F)cc3)c2O[C@H]1CN(C)C(=O)NC1CCCCC1	-23.0%	nt	3.1%	0.9%	-0.8%	nt	0.6%	nt	nt
CCCC[C@@H]1CNC(=S)N1CCc1cccc2ccccc12	?	-3.8%[12.7 µM]	-22.4%	-4.9%	-11.6%	-26.6%	-0.3%	?	-6.4%
COc1ccc(C(=O)N2CCC3(CC2)CCN(C(c2ccccc2)c2ccccc2)CC3)cc1	nt	-4.2%[12.7 µM]	nt	nt	?	nt	-1.7%	nt	-7.0%

Other entries
SMILES | JMJD2A Tudor | G9a inh | Pol eta inh | POLI inh | Pol kappa inh | Pol beta inh | APE1 inh | BAZ2B inh | BLM inh
O=C(NC1=NCCS1)Nc1ccccc1 | -12.1% | 1.7%[59 µM] | -9.4% | 0.5% | -12.4% | 37.3% | 12.3% | 9.2% | -0.5%
CCCNC(=O)C(CC)n1nc(CC)n2c(cc3oc(C)cc32)c1=O (stereo unspecified) | -4.0% | -25.5%[59 µM] | -7.1% | 16.9% | -0.3% | -13.4% | nt | -2.5% | -9.8%
COc1ccc(S(=O)(=O)N(C)CC(=O)Nc2c(F)cccc2F)cc1 | -15.3% | 1.6%[59 µM] | -8.0% | 10.3% | 2.9% | -0.7% | -1.9% | 1.9% | -0.4%
CCn1cc(C(=O)O)c(=O)c2cnc(N3CCN(C(=S)Nc4ccccc4C(F)(F)F)CC3)nc21 | ? | nt | -19.7% | 17.1% | 10.0% | -17.2% | -1.7% | -11.2% | -1.6%
Cn1c(=O)[nH]c(=O)c2c1nc(N(CCO)Cc1ccccc1)n2Cc1ccccc1Cl | 31.7% | -6.8%[59 µM] | 4.8% | 5.4% | 3.4% | 18.3% | -2.0% | -26.8% | 0.1%
COCCn1c(SCC(=O)Nc2ccc(OC)c(S(N)(=O)=O)c2)nc2ccccc21 | -19.6% | 12.1%[59 µM] | -14.9% | 17.0% | -5.7% | ? | -2.1% | -3.9% | -3.4%
O=C(CN1C(=O)C2CCCCC2C1=O)Nc1nccs1 (stereo unspecified) | -3.6% | 0.9% | -1.5% | 83.1%[activator] | -0.5% | 6.0% | 0.1% | 3.2% | -1.2%
COc1ccc([N+](=O)[O-])c(OC)c1C(=O)Nc1ccc(F)cc1F | -4.2% | 26.5%[59 µM] | 2.5% | 23.5% | -12.1% | -9.3% | -4.3% | -0.6% | -2.7%
COc1ccc(C2CC(c3ccccc3)Nc3nc(NS(C)(=O)=O)nn32)cc1 (stereo unspecified) | 1.4% | 6.7% | -14.5% | 28.4% | 12.3% | -0.5% | 1.4% | -4.2% | 2.2%
Cc1cc(C)c(C#N)c(SCC(=O)Nc2cccc(S(=O)(=O)N3CCCC3)c2)n1 | -8.2% | 50.1µM* | -14.9% | 11.2% | 2.8% | nt | 34.5% | -2.9% | nt
O=C(NNS(=O)(=O)c1ccc(F)cc1)c1ccc(S(=O)(=O)N2CCCCC2)cc1 | -2.4% | ? | -16.9% | 114.9%[activator] | -9.5% | 35.6% | -4.0% | -4.1% | -1.4%
COc1cc(OC)cc(-c2nc3nc(C)c(CCC(=O)NCCC(C)C)c(C)n3n2)c1 | -14.5% | -2.8%[59 µM] | -1.4% | 1.2% | -9.0% | 0.0% | nt | -1.4% | 1.2%
CCOc1ccccc1NC(=O)C(=O)NCC1CCCN1CC (stereo unspecified) | -4.2% | -21.8% | -12.8% | 33.2% | -3.2% | 42.6% | -0.4% | -2.3% | 2.3%
CCOC(=O)c1sc2nc(CC(=O)OC)nc(NCCN3CCOCC3)c2c1C | -17.0% | 6.8%[12.7 µM] | -5.9% | 38.8%[activator] | -10.3% | 11.3% | 0.3% | 4.5% | -6.8%
Clc1nc(Cl)nc(-c2cn(-c3ccccc3)c3ccccc23)n1 | 79.4µM* | 12.6µM* | -9.0% | -25.2% | 6.9% | 20µM* | ? | ? | -14.7%
O=C(OCC(=O)N1CCc2ccccc21)C1=COCCO1 | -10.8% | ? | 3.0% | -6.4% | -16.4% | 4.5% | 1.1% | 33.7%[activator] | 1.7%
CCn1c(SCC(=O)NCCc2ccc(Cl)cc2)nnc1-c1cccs1 | -12.7% | -5.9%[12.7 µM] | -12.3% | -9.7% | -6.6% | -1.4% | 1.7% | -6.1% | 4.1%
COc1ccc(NC(=O)CNC(=O)c2sc3ccccc3c2Cl)c(OC)c1 | -7.5% | 12.0%[12.7 µM] | -16.5% | 30.7%[activator] | 6.1% | nt | 7.2% | 9.6% | nt
CC(=O)NCCC(=O)N1CCCC(N(C)CCc2ccccc2)C1 (stereo unspecified) | -18.9% | -4.9% | -13.3% | 20.1% | 10.6% | 7.8% | 14.9% | -11.9% | -11.2%
COc1ccc2oc(-c3ccccc3)c(C(=O)N(C)C)c2c1 | 8.3% | nt | -9.5% | -16.6% | 16.6% | 2.4% | 1.1% | -6.4% | -1.8%
CCC1CCc2nc3sc(C(=O)Nc4ccc(F)cc4F)c(N)c3cc2C1 (stereo unspecified) | -4.8% | 1.5%[59 µM] | -21.2% | 4.1% | 4.5% | 1.1% | nt | -2.0% | -2.5%
CN(C)CCCn1c2c(c(SCC(=O)Nc3ccc4c(c3)OCO4)nc1=O)CCC2 | -6.9% | -38.9% | -13.6% | 139.6%[activator] | -8.5% | nt | 31.9%[activator] | -4.0% | nt
COc1cc(NC(=O)COC(=O)CC(NC(C)=O)c2ccccc2)cc(OC)c1 (stereo unspecified) | -19.0% | -2.7% | -1.2% | 50.4%[activator] | -10.8% | 113.4% | 13.2% | 5.1% | -3.0%
N#Cc1c(-c2ccc(F)cc2)cc(C2CC2)nc1SCC(=O)c1cccs1 | 8.6% | 4.2% | -12.4% | 16.8% | -12.7% | -13.3%[57.1 µM] | 1.9% | 18.4% | -3.7%
CCN(CC(=O)NCc1cccs1)C(=O)c1ccc(C)o1 | -2.1% | nt | -10.2% | 35.3%[activator] | -6.3% | nt | 9.9% | nt | nt
O=C1c2cc(Br)ccc2N(Cc2ccc(Br)cc2)S(=O)(=O)C1c1cc(Cl)c(Cl)cc1[N+](=O)[O-] (stereo unspecified) | 35.5µM* | nt | 22.4µM* | ? | ? | nt | -29.1% | nt | nt
NC(=S)Nc1cccc(O)c1 | -4.9% | -48.0% | -6.1% | -18.3% | -2.0% | 1.6% | 2.8% | -14.4% | -2.1%
O=C(NCc1ccccn1)C(=O)NCC1OCCN1S(=O)(=O)c1ccc([N+](=O)[O-])cc1 (stereo unspecified) | -12.4% | nt | -6.0% | -11.3% | -5.4% | 19.2% | 16.1% | -12.9% | -5.6%
Cn1cccc1C(=O)NC(=O)CSc1nnc(C2CC2)n1-c1ccccc1 | ? | -34.7%[12.7 µM] | -6.9% | 12.2% | -7.1% | 19.0% | 13.0% | 9.4% | 0.6%
O=C(CCCN1C(=O)NC2(CCCC2)C1=O)Nc1ccc(Cl)c(S(=O)(=O)N2CCOCC2)c1 | 2.7% | ? | -12.4% | 6.2% | -1.2% | nt | 1.9% | -0.7% | nt
